PTHR1 agonist – qHTS for PTHR1 Agonists: Primary Screen; Parathyroid hormone/parathyroid hormone-related peptide receptor (Homo sapiens), Q03431; 410,000 tested, 0.075% active; Potency, µM (titrated, usually from 115 µM), without a hit: top-dose activation, most hits filed as activators; HEK293 GP2 PTHR1 cells, GloSensor cAMP luminescence, 1 h; also: potency is read from the fitted curve at half-maximal effect; nearly all actives have a fitted effect of over 55% in size; some results filed as inactive show a strong effect at the top dose; inactives centre near -15; many of its hits are not listed in these tables
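HEK-293-derived GP2 cells expressing PTHR1 and a GloSensor cAMP reporter, 3,000/well, plated overnight, given luciferin plus IBMX (each 0.5 mM as added) for 1 h at 37 °C, then compound for 1 h at 37 °C. Luminescence was read after 15 min at room temperature.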
GLP1R ag – qHTS of GLP-1 Receptor Agonists; Glucagon-like peptide 1 receptor (Homo sapiens), P43220; HEK293 GLP-1R CRE-luciferase, luminescence, 4-6 h; cells express a hypersensitive GLP-1R form; Potency, µM (highest dose often 45.6 µM), inactives show top-dose activation, most hits filed as activators; 380,000 tested, 0.007% active; AID 624172, 2012; also: potency is read from the fitted curve at half-maximal effect; % of control where 0% means no effect
Target sequence (P43220 whole entry, looked up): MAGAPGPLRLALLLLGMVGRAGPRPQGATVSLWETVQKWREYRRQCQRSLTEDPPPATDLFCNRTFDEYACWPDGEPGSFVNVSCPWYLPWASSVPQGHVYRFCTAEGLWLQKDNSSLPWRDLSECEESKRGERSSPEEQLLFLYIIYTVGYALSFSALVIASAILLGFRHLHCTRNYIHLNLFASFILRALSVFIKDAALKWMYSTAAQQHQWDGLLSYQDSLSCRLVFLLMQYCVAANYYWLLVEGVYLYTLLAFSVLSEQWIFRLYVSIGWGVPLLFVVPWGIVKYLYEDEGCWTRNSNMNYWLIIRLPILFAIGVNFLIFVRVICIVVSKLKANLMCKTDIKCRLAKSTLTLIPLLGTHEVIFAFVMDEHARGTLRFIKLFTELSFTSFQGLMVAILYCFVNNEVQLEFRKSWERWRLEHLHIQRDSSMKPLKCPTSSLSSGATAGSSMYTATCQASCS
PLK1 PBD block – qHTS for Inhibitors of PLK1-PDB (polo-like kinase 1 - polo-box domain): Primary Screen; Serine/threonine-protein kinase PLK1 (Homo sapiens), P53350; Plk1 PBD binding of FITC phosphopeptide, fluorescence polarization; Potency, µM, without a hit: max response, negative = inhibition, actives largely listed as inhibitors; 360,000 tested, 2.8% active; also: potency is read from the fitted curve at half-maximal effect; series mostly up to about 57 µM; % is scaled to controls: 0 for no effect and ±100 for the full control effect; nearly all actives have a fitted effect of over 65% in size
Target sequence (P53350 whole entry, looked up, the tested form may be a part): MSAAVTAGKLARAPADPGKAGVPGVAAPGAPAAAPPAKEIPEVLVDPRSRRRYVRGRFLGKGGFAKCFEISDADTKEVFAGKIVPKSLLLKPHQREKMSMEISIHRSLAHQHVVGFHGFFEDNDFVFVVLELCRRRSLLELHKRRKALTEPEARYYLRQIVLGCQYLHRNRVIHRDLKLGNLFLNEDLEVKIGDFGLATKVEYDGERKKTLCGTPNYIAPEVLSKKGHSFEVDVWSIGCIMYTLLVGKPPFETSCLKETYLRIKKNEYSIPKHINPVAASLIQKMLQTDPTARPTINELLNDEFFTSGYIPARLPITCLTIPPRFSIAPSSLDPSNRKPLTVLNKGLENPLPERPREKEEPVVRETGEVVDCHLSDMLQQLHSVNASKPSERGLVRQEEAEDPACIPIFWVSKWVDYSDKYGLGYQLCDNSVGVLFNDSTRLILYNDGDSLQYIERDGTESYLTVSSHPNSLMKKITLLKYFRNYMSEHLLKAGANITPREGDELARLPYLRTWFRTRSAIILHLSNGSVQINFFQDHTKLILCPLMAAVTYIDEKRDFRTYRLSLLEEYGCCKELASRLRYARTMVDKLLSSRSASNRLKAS
IL2 activator – qHTS of IL-2 Activators; IL-2 activation reporter assay, cell-based qHTS; stimulated with anti-CD3/CD4/CD28 beads; in transgenic mouse T cells; activation, % (series mostly up to about 46 µM); 360,000 tested, 0.065% active; in the data active = activation above about 50%; inconclusive = mostly about 30% to 49%; also: 0% is about no effect
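Unstimulated transgenic mouse T cells preincubated 60 min with compound, then stimulated with anti-CD3/anti-CD4-coated beads plus anti-CD28 for 18 h at 37 degrees C. IL-2 response read as EGFP and DsRed fluorescence by plate cytometry.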
GLP1R cytotox – qHTS of GLP-1 Receptor Inverse Agonists: Cytotox Screen. HEK293 cAMP-luciferase reporter cells, luminescence, 24 h. Potency, µM (top dose mostly 38.3 µM), for the others: at the highest dose activity change, negative = inhibition, usual class: inhibitors. 410,000 tested, 0.13% active. AID 624418, 2012;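 also: loss of luciferase light is scored as toxicity; potency is read from the fitted curve at half-maximal effect; % is scaled to controls: 0 for no effect and ±100 for the full control effect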
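Step one: seed cells (200 cells/uL, DMEM with 10% Nu serum, 1% pen-strep). Step two: 12-hour incubation at 37 deg C. Step three: pin 23 nL compound, incubate 24 hr. Step four: add luciferase reagent, read luminescence 12 min later.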
GLP1R inv ag – qHTS of GLP-1 Receptor Inverse Agonists (Inhibition Mode) | 410,000 tested, 1.6% active | HEK293 GLP-1R CRE-luciferase, luminescence, 24 h; GLP-1R form is constitutively active | Potency, µM (series often up to 38.3 µM), for the others: at the highest dose activity change, negative = inhibition, usual class: inhibitors | Glucagon-like peptide 1 receptor (Homo sapiens), P43220; also: potency is read from the fitted curve at half-maximal effect; % is scaled to controls: 0 for no effect and ±100 for the full control effect; nearly all actives have a fitted effect of over 55% in size
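Inverse agonists were sought by their lowering of basal cAMP reporter luciferase output in HEK293 cells stably carrying constitutively active human GLP-1R, after 24 h compound treatment.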
PI5P4Ka inh – qHTS for Inhibitors of phosphatidylinositol 5-phosphate 4-kinase (PI5P4K); max response, %; Phosphatidylinositol 5-phosphate 4-kinase type-2 alpha (Homo sapiens), P48426; 330,000 tested, 1.2% active; PI5P4Kalpha enzyme, ADP-Glo luminescence, 60 min; hits give low values; active = max response of -50% or lower; inconclusive = between -30% and -50%; inactive = -30% or higher; also: value at the top dose of about 77 µM; % is scaled to controls: 0 for no effect and ±100 for the full control effect
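qHTS, 1536-well: enzyme/substrate mix, compound by pin tool, 5 microM ATP final; RT 60 min; ADP-Glo reagents 1 (45 min) then 2 (30 min); luminescence.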
EPAC1 ag – qHTS for Agonist of cAMP-regulated guanine nucleotide exchange factor 3 (EPAC1): primary screen | Potency, µM (series often up to 154 µM), without a hit: top-dose activation, actives largely listed as activators | Rap guanine nucleotide exchange factor 3 (Homo sapiens), O95398 | EPAC1 agonist qHTS, biochemical assay; response scale: 100% = response to 6.5 mM cAMP | 360,000 tested, 0.073% active | AID 720707, 2013; also: potency is read from the fitted curve at half-maximal effect; nearly all actives have a fitted effect of over 60% in size
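Normalized to 6.5 mM cAMP, activity reflects EPAC1-catalysed release of BODIPY-GDP from Rap1B, followed kinetically over 30 min at 480 nm excitation, 540 nm emission. Reaction contained 100 nM EPAC1, 250 nM Rap1B-BODIPY-GDP, 50 uM GDP.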
EPAC1 antagonist – qHTS for Antagonist of cAMP-regulated guanine nucleotide exchange factor 3 (EPAC1): primary screen; Potency, µM (titrated, usually from 115 µM), for inactives: top-dose activity change, negative = inhibition, most hits filed as inhibitors; 360,000 tested, 0.14% active; AID 720709, 2013; EPAC1 GEF assay, Rap1b-BODIPY-GDP exchange fluorescence; Rap guanine nucleotide exchange factor 3 (Homo sapiens), O95398;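 also: potency is read from the fitted curve at half-maximal effect; plate controls were vehicle for no effect and positive control for full effect; nearly all actives have a fitted effect of over 50% in size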
* hit, by the source's call; [ ] = dose if it differs, or a comment. Unless noted, calls follow the shape of the dose curve; as a rule, active = well fitted curve in the direction sought with a large enough effect; inconclusive = small, poorly fitted or top-dose-only effect, or another doubt; inactive = no such curve, though single readings can be large; an effect the other way counts as inactive or inconclusive.

Screening COc1cccc(CNC(=O)c2cc3c(C)nc4ccccc4c3o2)c1 returned PTHR1 agonist -31%[inhibitor], GLP1R ag 14%, PLK1 PBD block 0%, IL2 activator -3.4, GLP1R cytotox 2%, GLP1R inv ag 3%, PI5P4Ka inh 3, EPAC1 ag -7% and EPAC1 antagonist -11%.
Screening COc1cccc(C(=O)NCCSc2ccc(F)cc2)c1 returned PTHR1 agonist -19%, GLP1R ag 8%, PLK1 PBD block inconclusive, IL2 activator -0.1, GLP1R cytotox -3%[7.66 µM], GLP1R inv ag -5%[7.66 µM], PI5P4Ka inh 3, EPAC1 ag -3% and EPAC1 antagonist 5%.
Screening O=C(Cc1ccccc1)NCC(=O)N1CCCCCC1 returned PTHR1 agonist -8%[57.5 µM], GLP1R ag 3%, PLK1 PBD block -2%, IL2 activator -1.7, GLP1R cytotox 0%, GLP1R inv ag 2%, EPAC1 ag 0% and EPAC1 antagonist 0%.
Screening COC(=O)CCCNC(=O)OCc1ccc([N+](=O)[O-])cc1 returned PTHR1 agonist -10%[57.5 µM], GLP1R ag 0%, PLK1 PBD block 4%, IL2 activator 0.4, GLP1R cytotox 1%, GLP1R inv ag 31%[activator], PI5P4Ka inh -1, EPAC1 ag -6% and EPAC1 antagonist -9%.
`O=C(CC[C@H]1O[C@@H](n2cnc3c(NC(=O)c4ccccc4)ncnc32)[C@H](O)[C@@H]1O)N[C@@H](CO)c1ccccc1` gave PTHR1 agonist -14%, GLP1R ag -6%, PLK1 PBD block -6%, IL2 activator -0.4, GLP1R cytotox 1%, GLP1R inv ag 25%, PI5P4Ka inh -3, EPAC1 ag -15% and EPAC1 antagonist 8%.
For COc1ccc(C(=O)Nc2ccc3oc(-c4ccc(F)cc4Cl)nc3c2)cc1 the results were PTHR1 agonist inactive, GLP1R ag 12%, GLP1R cytotox -4% and GLP1R inv ag 14%.
Screening COc1cccc(C(=O)NCC(=O)N/N=C/c2ccc(OC(=O)c3cccs3)c(OC)c2)c1 returned PTHR1 agonist inactive, GLP1R ag 5%, PLK1 PBD block 7%, IL2 activator 2.6, GLP1R cytotox -4%[1.53 µM], GLP1R inv ag 14%, PI5P4Ka inh 8, EPAC1 ag 6% and EPAC1 antagonist 10%.
`CN(c1ccc(OCC(=O)Nc2ccccc2C(=O)O)cc1)S(=O)(=O)c1ccc(Cl)cc1` gave PTHR1 agonist -13%, GLP1R ag 0%, PLK1 PBD block -10%, IL2 activator -2.2, GLP1R cytotox -8%, GLP1R inv ag inconclusive, PI5P4Ka inh inconclusive, EPAC1 ag 2% and EPAC1 antagonist 0%.
`CCOc1ccc(N(CC(=O)N/N=C(\C)c2cccc(NC(C)=O)c2)S(=O)(=O)c2ccccc2)cc1` gave PTHR1 agonist -5%, GLP1R ag 8%, PLK1 PBD block -5%, IL2 activator -1.3, GLP1R cytotox 8%, GLP1R inv ag 14%, PI5P4Ka inh 8, EPAC1 ag 15% and EPAC1 antagonist 2%.
`CN(C)CCn1c(=N)n(CC(O)c2ccc(Cl)c(Cl)c2)c2ccccc21` (stereo not given) gave PTHR1 agonist 11%, GLP1R ag 11%, PLK1 PBD block -13%, IL2 activator 0.5, GLP1R cytotox inconclusive, GLP1R inv ag inconclusive, PI5P4Ka inh 3, EPAC1 ag 15% and EPAC1 antagonist 17%.
COC(=O)CC1(C(=O)OC)Oc2ccc(Br)cc2C(=O)N1c1ccc(Br)cc1Cl (stereo not given) was read as PTHR1 agonist -35%[inhibitor], GLP1R ag 14%, PLK1 PBD block 3%, IL2 activator -2.0, GLP1R cytotox -41%, GLP1R inv ag 10µM*, PI5P4Ka inh 12, EPAC1 ag 4% and EPAC1 antagonist -18%.
O=C(NCc1nc2ccccc2[nH]1)C1=C[C@H](c2ccc3c(c2)OCO3)C[C@H](OCc2ccc(CO)cc2)O1 was read as PTHR1 agonist 0%, GLP1R ag 5%, PLK1 PBD block -8%, IL2 activator -0.6, GLP1R cytotox 4%, GLP1R inv ag -5%, PI5P4Ka inh -3, EPAC1 ag 0% and EPAC1 antagonist -27%.
C=CCCC(=O)Nc1nc(C)c(-c2csc(Nc3ccccc3OC)n2)s1 was read as PTHR1 agonist 13%, GLP1R ag 0%, PLK1 PBD block -6%, IL2 activator -0.1, GLP1R cytotox 4%, GLP1R inv ag -19%, PI5P4Ka inh -7, EPAC1 ag -8% and EPAC1 antagonist 5%.
For COc1ccc(C(=O)Nc2c(N)nc(SCC(=O)Nc3ccc(NC(C)=O)cc3)[nH]c2=O)cc1OC the results were PTHR1 agonist inactive, GLP1R ag -4%, PLK1 PBD block -7%, IL2 activator 0.5, GLP1R cytotox -4%, GLP1R inv ag 13%, PI5P4Ka inh -24, EPAC1 ag 14% and EPAC1 antagonist -7%.
Cc1cccc(NC(=O)Cc2nnc(NC(=O)Nc3ccccc3F)s2)c1 was read as PTHR1 agonist inactive, GLP1R ag -4%, PLK1 PBD block 4%, IL2 activator -0.7, GLP1R cytotox -17%, GLP1R inv ag -6%, PI5P4Ka inh 4, EPAC1 ag 3% and EPAC1 antagonist 1%.
Screening CCCCOc1ccccc1N1CCN(CCCN2C(=O)C3CCCN3C2=O)CC1 (stereo not given) returned PTHR1 agonist -13%, GLP1R ag -7%, PLK1 PBD block 3%, IL2 activator 0.6, GLP1R cytotox 2%, GLP1R inv ag -18%, PI5P4Ka inh 0, EPAC1 ag 8% and EPAC1 antagonist 3%.
Screening N#Cc1c(N)nc2c3c(sc(=N)c2c1N)NC(=O)CC3c1ccccc1 (stereo not given) returned PTHR1 agonist -13%, GLP1R ag 26%, PLK1 PBD block -8%, IL2 activator 0.7, GLP1R cytotox 4%, GLP1R inv ag 41%[activator], PI5P4Ka inh -87*, EPAC1 ag 5% and EPAC1 antagonist 1%.
CN1CCN(NC(=O)c2ccc(Cl)s2)CC1 was read as PTHR1 agonist 23%, GLP1R ag -1%, PLK1 PBD block -18%, IL2 activator -0.6, GLP1R cytotox 12%[0.307 µM], GLP1R inv ag -8%[0.307 µM], PI5P4Ka inh 5, EPAC1 ag -5% and EPAC1 antagonist -11%.
For O=C1CCC(C(=O)N2CCCC2)CN1Cc1cccc(C(F)(F)F)c1 (stereo not given) the results were PTHR1 agonist inactive, GLP1R ag -9%, PLK1 PBD block 2%, IL2 activator -2.4, GLP1R cytotox -1%, GLP1R inv ag 10%, PI5P4Ka inh 8, EPAC1 ag -4% and EPAC1 antagonist -12%.
`O=[N+]([O-])c1ccc(N2CCOCC2)cc1` gave PTHR1 agonist inactive, GLP1R ag -1%, PLK1 PBD block 1%, IL2 activator -0.8, GLP1R cytotox inconclusive, GLP1R inv ag 2%, PI5P4Ka inh 2, EPAC1 ag 3% and EPAC1 antagonist -10%.
Cc1cc(C(=O)Cn2cc([N+](=O)[O-])ccc2=O)c(C)n1CC1CCCO1 (stereo not given) was read as PTHR1 agonist inactive, GLP1R ag 4%, PLK1 PBD block -2%, IL2 activator -2.4, GLP1R cytotox 0%, GLP1R inv ag 17%, PI5P4Ka inh -1, EPAC1 ag 7% and EPAC1 antagonist 12%.
Screening O=C(Nc1ccc(N2CCN(C(=O)c3ccco3)CC2)cc1)c1ccccc1 returned PTHR1 agonist -59%, GLP1R ag 10%, PLK1 PBD block 0%, IL2 activator -1.1, GLP1R cytotox -9%, GLP1R inv ag -11%, PI5P4Ka inh -1, EPAC1 ag -3% and EPAC1 antagonist -14%.
For Cc1ccc(C(=O)Oc2ccc(-c3nccc(-c4ccccn4)n3)cc2)cc1 the results were PTHR1 agonist -5%, GLP1R ag -14%, PLK1 PBD block 2%, IL2 activator -1.2, GLP1R cytotox 0%, GLP1R inv ag 3%, PI5P4Ka inh -3, EPAC1 ag -6% and EPAC1 antagonist -5%.
Cc1cc(C)c(NC(=O)COc2ccc(-n3cnnn3)cc2)c(C)c1 was read as PTHR1 agonist -18%, GLP1R ag -1%, PLK1 PBD block 2%, IL2 activator -3.1, GLP1R cytotox -6%, GLP1R inv ag 4%, PI5P4Ka inh -5, EPAC1 ag -3% and EPAC1 antagonist 3%.
CS(=O)(=O)c1cccc(-c2nnc(NC(=O)c3ccc(S(=O)(=O)N4CCCC4)cc3)o2)c1 was read as PTHR1 agonist -13%, GLP1R ag -12%, PLK1 PBD block inconclusive, IL2 activator -1.3, GLP1R cytotox -5%, GLP1R inv ag 6%, PI5P4Ka inh -1, EPAC1 ag -6% and EPAC1 antagonist -1%.
`CCCCc1ccc(NC(=O)CSc2nnc(C)c(=O)n2N)cc1` gave PTHR1 agonist -30%, GLP1R ag 7%, PLK1 PBD block -3%, IL2 activator -1.7, GLP1R cytotox -3%, GLP1R inv ag 39%, PI5P4Ka inh -2, EPAC1 ag -3% and EPAC1 antagonist 20%.
Screening O=C(c1cc2c(Cl)nc3ccccc3c2s1)N1CCCCC1 returned PTHR1 agonist inactive, GLP1R ag 3%, GLP1R cytotox -15% and GLP1R inv ag 24%.

High-throughput results (PubChem)

These rows are one share of the data; count on the stated rates, not on these rows.
